Tb PGK inh: T. brucei PGK inhibition; P07378; PGK/GAPDH coupled, Kinase-Glo luminescence, 60 min; Potency, µM (highest dose often 57.5 µM), for the others: at the top dose activity change, negative = inhibition, actives largely listed as inhibitors; hit rate 0.043% among 380,000; AID 602233; further: potency means the concentration at half of the fitted maximal effect; on the % scale 0 is the no-effect control and ±100 the full control effect; nearly all actives have a fitted effect of over 60% in size
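Recombinant glycosomal PGK reaction used 1,3-bisphosphoglycerate generated in-well by GAPDH (100nM final) in 100mM TEA pH 7.6, 5mM MgCl2, 0.01% Tween-20. After 60 minutes at room temperature, ATP was read by Kinase-Glo Plus luminescence end-point.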
ERG Ets-DNA blk: inhibitors of human ERG Ets domain-DNA interaction; fluorescence polarization, His-ERG Ets domain / labelled DNA; Potency, µM (doses to about 76.9 µM), for inactives: at the highest dose FP activity, negative = inhibition, actives largely listed as inhibitors; hit rate 0.028% among 370,000; AID 624246; active means well fitted inhibition curve with a large enough effect in the polarisation, with a control signal flat; inconclusive means small, poorly fitted or top-dose-only effect, or effect the other way, or a change in a side signal; inactive means no such curve, though single readings can be large or run the other way; the % refers to the polarisation;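 further: polarization taken with two DNA probes labelled with fluorescein and Texas red; potency means the concentration at half of the fitted maximal effect; % of control where 0% means no effect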
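His-tagged ERG Ets domain (1 uM in the protein solution; 300mM KCl, 50mM Tris-HCl, 1mM EDTA, 1mM DTT, pH 7.5) received compound, then a probe mix of 5 nM fluorescein-DNA and 100nM Texas-615-DNA. Fluorescence polarization was read for both dyes.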
G9a inh: G9a (human) methyltransferase inhibition; AID 504332; Potency, µM (highest dose often 102 µM), without a hit: at the top dose activity, negative = inhibition, hits mostly inhibitors; Q96KQ7; hit rate 8.8% among 350,000; G9a H3K9 monomethylation, AlphaScreen, 2 h; further: potency means the concentration at half of the fitted maximal effect; on the % scale 0 is the no-effect control and ±100 the full control effect; nearly all actives have a fitted effect of over 75% in size
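G9a (20 nM) preincubated 15 min RT with compounds, then 500 nM biotinylated H3K9 peptide and 20 uM SAM added; 2 h RT reaction. Monomethyl-H3K9 product detected by AlphaScreen with anti-H3K9me1 antibody, streptavidin donor and anti-rabbit IgG acceptor beads.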
HP1b chromo inh: inhibitors of HP1-beta chromodomain binding to methylated histone tails; Potency, µM (doses to about 114 µM), without a hit: at the top dose activity change, negative = inhibition, actives largely listed as inhibitors; AlphaScreen HP1-beta / biotin-H3K9me3 peptide binding; P83916; hit rate 0.56% among 390,000; further: potency means the concentration at half of the fitted maximal effect; nearly all actives have a fitted effect of over 70% in size; inactives centre near 23
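HP1-beta protein (50 nM final) preincubated 30 min at room temperature with biotinylated H3(1-18)K9me3 peptide (50 nM) in PBS pH 7.4, 0.01% Tween-20, then compound added for 30 min. AlphaScreen streptavidin donor/nickel chelate acceptor beads (10 ug/mL final), 30 min dark, luminescence read.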
GLS inhibitor: inhibitors of human glutaminase (GLS) | O94925 | GLS enzymatic activity, qHTS titration | Potency, µM (doses to about 45.5 µM), for the others: top-dose activity change, negative = inhibition, actives largely listed as inhibitors | hit rate 0.21% among 410,000 | AID 624170; further: potency means the concentration at half of the fitted maximal effect; on the % scale 0 is the no-effect control and ±100 the full control effect
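Assay buffer: 45 mM KH2PO4 pH 8.2, 0.02% Tween-20. hKGA acts on L-glutamine (1 mM solution added); product glutamate is reported by an oxidase/peroxidase Amplex Red coupling, with fluorescence taken at baseline and 30 min.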
PI4K2A block: blocks human PI4K2A kinase activity; Q9BTU6; purified PI4K2A, ADP-Glo luminescence, 1 h; hits give low values; activity change, negative = inhibition, % at 76.9 µM; hit rate 0.13% among 420,000; AID 1346378; in the data active means activity change below about -50%; inconclusive means mostly about -30% to -49%;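 further: -100% = wells without enzyme as full effect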
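Compounds are screened against recombinant PI4K2A using PI as substrate and ATP, the latter dispensed at 300 microM. Reactions run one hour at ambient temperature before ADP-Glo detection; full inhibition defined by wells lacking enzyme.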
BAZ2B inh: inhibitors of human BAZ2B bromodomain; Potency, µM (series often up to 114 µM), for inactives: top-dose activity change, negative = inhibition, actives largely listed as inhibitors; hit rate 4.4% among 360,000; Q9UIF8; AlphaScreen BAZ2B-H3K14Ac peptide displacement; further: potency means the concentration at half of the fitted maximal effect; on the % scale 0 is the no-effect control and ±100 the full control effect; nearly all actives have a fitted effect of over 60% in size
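AlphaScreen displacement: compounds (up to 110uM) incubated 30 min at room temperature with a preformed 50 nM BAZ2B/50 nM biotinylated H3K14Ac peptide complex in PBS pH 7.4 with Tween-20. Donor and acceptor beads at 10 ug/mL final added, 20 min light-protected before reading.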
JMJD2A Tudor: blocks the human JMJD2A Tudor domain. O75164. AlphaScreen JMJD2A-Tudor / H3K4me3 peptide binding. Potency, µM (doses to about 114 µM), without a hit: at the highest dose activity change, negative = inhibition, actives largely listed as inhibitors. hit rate 4.4% among 390,000. AID 504339; further: potency means the concentration at half of the fitted maximal effect; on the % scale 0 is the no-effect control and ±100 the full control effect; nearly all actives have a fitted effect of over 50% in size
Pin1 inh: human Pin1 inhibition; Pin1 FP peptide displacement, HiFluor488, 10 min; Potency, µM (series often up to 115 µM), for inactives: at the top dose activity, negative = inhibition, hits mostly inhibitors; hit rate 0.009% among 390,000; AID 504891; active means well fitted inhibition curve with a large enough effect in the polarisation, with a control signal flat, not every such curve was filed as active; inconclusive means small, poorly fitted or top-dose-only effect, or effect the other way, or a change in a side signal; inactive means no such curve, though single readings can be large or run the other way; the % refers to the polarisation; further: potency means the concentration at half of the fitted maximal effect; on the % scale 0 is the no-effect control and ±100 the full control effect
* marks the source's active call; other numbers are inactive results; i = inactive; ? = inconclusive; nt = no result given; [ ] = dose if it differs, or a comment. Unless noted, the call rests on the fitted dose curve; in most records, active means well fitted curve in the direction sought with a large enough effect; inconclusive means small, poorly fitted or top-dose-only effect, or another doubt; inactive means no such curve, though single readings can be large; an effect the other way counts as inactive or inconclusive.

| Tb PGK inh | ERG Ets-DNA blk | G9a inh | HP1b chromo inh | GLS inhibitor | PI4K2A block | BAZ2B inh | JMJD2A Tudor | Pin1 inh | SMILES |
| --- | --- | --- | --- | --- | --- | --- | --- | --- | --- |
| -9% | 2% | -8%[12.7 µM] | 39% | -1% | -3 | -1% | -8% | 2% | CN(C)c1ccc(/C=N/NC(=O)c2cccc(C(=O)N/N=C/c3ccc(N(C)C)cc3)n2)cc1 |
| -2% | -3% | nt | 66%[activator] | 9% | -7 | 10% | -6% | 2% | Cc1ccccc1OCCCC(=O)Nc1ccccc1C(F)(F)F |
| -7% | -19% | nt | 41%[activator] | -3% | 0 | 1% | -8% | -5% | O=C(NCCNc1nccc(C(F)(F)F)n1)c1cccc(C(F)(F)F)c1 |
| -17% | 7% | ? | 11% | 3% | 4 | ? | -35% | -6% | CCc1occc(=O)c1Oc1cc(NN2CCCCC2)c([N+](=O)[O-])cc1[N+](=O)[O-] |
| -10% | nt | -39%[59 µM] | 17% | 7% | 1 | -2% | 3% | 3% | CN(C(=O)COC(=O)CNC(=O)C12CC3CC(CC(C3)C1)C2)C1CCS(=O)(=O)C1 (stereo unspecified) |
| -3% | -2% | ? | -14% | 19% | 3 | -4% | 8.9µM* | 0% | Cc1cc(C)n2nc(C(=O)Nc3nnc(C4CC4)s3)nc2n1 |
| -1% | 5% | nt | -1% | 21% | 4 | -8% | -10% | 1% | O=c1oc2ccccc2c2c1nnn2CCO |
| 0% | -14% | 12%[59 µM] | 72%[activator] | -8% | -1 | 7% | -4% | 5% | COc1ccccc1NC(=O)c1c(NC(=O)COc2ccccc2)sc2c1CCCCC2 |
| -3% | 13% | 46%[12.7 µM] | 23% | 11% | 3 | -2% | -13% | 7% | Cc1onc(-c2ccccc2Cl)c1C(=O)Nc1nnc(Cc2ccc(Cl)cc2)s1 |
| i | -7% | 9%[59 µM] | 24%[57 µM] | 4% | -2 | 0% | -10% | -5% | Cc1nn(CC(=O)NCc2cccc(F)c2)c(=O)c2c(C)n(-c3ccc(Cl)cc3)nc12 |
| -6% | -19% | -24% | 30% | 1% | -3 | -5% | -8% | 1% | Cc1ccc(S(=O)(=O)Nc2cccc(S(=O)(=O)N3CCCC3)c2)cc1C |
| -2% | 4% | 17% | 43% | -3% | -4 | -1% | -9% | -2% | COc1ccc(C(C(=O)NC2CCCC2)N(C(=O)c2ccco2)c2cc3c(cc2C(C)=O)OCO3)cc1OC (stereo unspecified) |
| -2% | -2% | 3% | 12% | -2% | -3 | -1% | -13% | -2% | CCC(=O)Nc1cccc(-c2cnc3ccccc3n2)c1 |
| -12% | 6% | -24%[59 µM] | 14% | -5% | -1 | -17% | -15% | 3% | COC(=O)c1c(SCC(=O)Nc2ccccc2OC)[nH]c2ccccc2c1=O |
| -20% | -7% | nt | 6% | ? | 0 | nt | -21% | ? | O=[N+]([O-])c1ccc(NN=Cc2ccc(O)cc2)nc1 |
| -2% | -6% | ? | 25% | 17% | 1 | -6% | -13% | 0% | O=C(CCNS(=O)(=O)c1cccc2nsnc12)NCCC1=CCCCC1 |
| i | 1% | -1%[59 µM] | 33%[57 µM] | 2% | -4 | -7% | -21% | 8% | CC1CCN(S(=O)(=O)c2ccc3c(ccc(=O)n3CC(=O)Nc3cccc(F)c3)c2)CC1 |
| -1% | 12% | ? | ? | 17% | -3 | -36% | ? | ? | CCOC(=O)/C(C#N)=C/c1c(N2CCN(Cc3ccc4c(c3)OCO4)CC2)nc2c(C)cccn2c1=O |
| -9% | 11% | 4% | 17% | 3% | -9 | -4% | -5% | -9% | O=C([C@H](O)c1ccccc1)N1CCC[C@H]1CO |
| i | 8% | 2.2µM* | 0% | 6% | 3 | ? | -15% | -2% | CCOc1ccc(NC(=O)CC2C(=O)OCCN2CC)cc1 (stereo unspecified) |
| -2% | 5% | 3%[59 µM] | 47%[activator][57 µM] | 3% | -3 | 40%[activator] | 17% | 7% | CCN(C(=O)CSc1nc2ccccc2nc1Cc1ccc(F)cc1)c1cccc(C)c1 |
| -11% | -6% | 8% | 18% | 0% | -1 | -16% | -15% | -6% | CCN1CCN(C(CNS(=O)(=O)c2ccc(OC)c(C)c2)c2cccnc2)CC1 (stereo unspecified) |
| 5% | -6% | 7%[12.7 µM] | 18% | 3% | 0 | 10% | -8% | 4% | N#Cc1ccc(OCC(=O)Nc2nc(-c3ccncc3)cs2)cc1 |
| -7% | -4% | 17%[59 µM] | 4% | 9% | 1 | -1% | -11% | 1% | Cc1occc1C(=O)Nc1cc(S(=O)(=O)N2CCOCC2)ccc1OC(C)C |
| -7% | 3% | nt | 15% | 4% | 4 | -7% | -17% | -6% | COc1ccccc1C(=O)N1C(CC(=O)Nc2ccc(C)c(C)c2)C(=O)NC2CCCCC21 (stereo unspecified) |
| i | -9% | ? | 34% | -2% | 3 | -15% | -4% | -6% | CC(=O)Nc1nnc(SCC(=O)N2CCN(Cc3ccccc3)CC2)s1 |
| 7% | 10% | nt | 12% | 19% | 3 | -5% | -15% | 3% | COc1ccc(C(=O)N2CCOC2CNC(=O)C(=O)NCCc2ccc(OC)c(OC)c2)cc1 (stereo unspecified) |
| i | 5% | -4%[59 µM] | 31% | -4% | -2 | -9% | -21% | ? | CC(C)(C)c1ccc(S(=O)(=O)N2CCC(c3ccncc3)CC2)cc1 |
| i | -2% | -3%[59 µM] | 37% | 26% | 3 | -2% | -1% | -1% | Cc1cnn(CCC(=O)NNC(=S)Nc2ccccc2)c1 |
| i | nt | -3% | 24% | -11% | -7 | 0% | 3% | -1% | Cc1ccnc(NC(=O)CSc2ccc3c(c2)OCCO3)c1 |
| 0% | -9% | -5% | 1% | 9% | -2 | -12% | -26% | 13% | Cc1ccccc1C(=O)Oc1ccc(Cl)cc1C(=S)N1CCOCC1 |
| -8% | -7% | 9%[59 µM] | 19% | 1% | 0 | -4% | -26% | -1% | CSC1=NCCN1C(=O)C(C)Oc1ccccc1 (stereo unspecified) |
| -1% | 2% | 4%[59 µM] | 19% | 15% | -1 | -2% | -15% | -4% | Cc1cc(NS(=O)(=O)c2ccc(NC(=O)COc3ccccc3Br)cc2)no1 |
| 8% | 5% | -6% | 35% | 2% | -5 | -1% | -2% | -2% | COc1ccccc1C(CC(=O)O)c1ccc2c(c1)OCO2 (stereo unspecified) |
| 5% | -7% | -8% | 26% | 7% | 3 | -12% | -8% | -6% | CN(C)C(=O)c1cc(C(=O)c2ccc(F)cc2Cl)c[nH]1 |
| 8% | 0% | -14% | 13% | 14% | -1 | -2% | -8% | -1% | Fc1ccccc1NC(=S)Nc1ccc(Br)cc1 |
| -2% | 3% | -10%[12.7 µM] | 29% | 6% | 0 | 0% | -17% | 4% | COc1ccc(S(=O)(=O)Nc2cc(Cl)ccc2-n2cncn2)cc1 |
| -12% | 3% | nt | 38% | -1% | 2 | nt | -6% | 2% | Cc1ccc(NC(=O)c2ncn(CCCNCC(C)c3ccccc3)n2)cc1C (stereo unspecified) |
| 4% | 2% | -26%[59 µM] | 2% | 13% | -2 | -2% | -15% | -6% | Cc1ccc(C(=O)N/N=C/c2ccc(-c3ccccc3[N+](=O)[O-])o2)cn1 |
| -11% | 1% | -6%[12.7 µM] | 35% | 1% | -5 | -6% | -21% | -2% | Cc1c(Cl)cnc(NC(=O)COC(=O)C2CC3CCCC(C2)C3=O)c1Cl (stereo unspecified) |
| -2% | 0% | -45%[59 µM] | -15% | -14% | 0 | -16% | -19% | -10% | COc1ccc(CCNC(=O)CSc2nnnn2-c2ccccc2OC)cc1OC |
| -2% | -5% | 30%[59 µM] | 15% | 2% | -10 | 5% | 4% | 0% | COc1ccc(C(=S)N2CCN(C)CC2)cc1Br |

Filtered by structure, those above containing fluorine (7)
| Tb PGK inh | ERG Ets-DNA blk | G9a inh | HP1b chromo inh | GLS inhibitor | PI4K2A block | BAZ2B inh | JMJD2A Tudor | Pin1 inh | SMILES |
| --- | --- | --- | --- | --- | --- | --- | --- | --- | --- |
| -2% | -3% | nt | 66%[activator] | 9% | -7 | 10% | -6% | 2% | Cc1ccccc1OCCCC(=O)Nc1ccccc1C(F)(F)F |
| -7% | -19% | nt | 41%[activator] | -3% | 0 | 1% | -8% | -5% | O=C(NCCNc1nccc(C(F)(F)F)n1)c1cccc(C(F)(F)F)c1 |
| i | -7% | 9%[59 µM] | 24%[57 µM] | 4% | -2 | 0% | -10% | -5% | Cc1nn(CC(=O)NCc2cccc(F)c2)c(=O)c2c(C)n(-c3ccc(Cl)cc3)nc12 |
| i | 1% | -1%[59 µM] | 33%[57 µM] | 2% | -4 | -7% | -21% | 8% | CC1CCN(S(=O)(=O)c2ccc3c(ccc(=O)n3CC(=O)Nc3cccc(F)c3)c2)CC1 |
| -2% | 5% | 3%[59 µM] | 47%[activator][57 µM] | 3% | -3 | 40%[activator] | 17% | 7% | CCN(C(=O)CSc1nc2ccccc2nc1Cc1ccc(F)cc1)c1cccc(C)c1 |
| 5% | -7% | -8% | 26% | 7% | 3 | -12% | -8% | -6% | CN(C)C(=O)c1cc(C(=O)c2ccc(F)cc2Cl)c[nH]1 |
| 8% | 0% | -14% | 13% | 14% | -1 | -2% | -8% | -1% | Fc1ccccc1NC(=S)Nc1ccc(Br)cc1 |

Screening data as filed in PubChem.
